Assay outcomes: PubChem BioAssay, several laboratories
Ecoli viability = E. coli V3065 growth inhibition, primary screen, counter-screen for AddAB inhibitor project, absorbance, OD600; 330,000 compounds, 0.27% hits; 18 h; inhibition, % at 11.9 µM;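 active means inhibition above the campaign's mean inhibition across all tested compounds plus 3 SD, cut at about 9.9% in these data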;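 further: uninfected addAB+ strain grown without phage in ampicillin broth; 0% = DMSO wells and 100% = ciprofloxacin 0.95 µg/ml wells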
Tat transport = E. coli Tat export inhibitors, primary screen, MC4100, TorA-mCherry reporter, fluorescence, single point; inhibition, % at 10 µM; AID 488895, 2010; 340,000 compounds, 0.036% hits;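 active means mean replicate inhibition at least 50% and at least half of replicates individually reaching 50%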;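 further: exported cargo escapes ClpAP degradation while cytoplasmic cargo is degraded and loses fluorescence; 0% = median of neutral control wells and 100% = median of NaSCN control wells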
phage Ecoli inh = growth loss of phage-infected E. coli, primary screen, RecBCD inhibitor project, absorbance, with phage, HTS | inhibition, % at 11.9 µM | 360,000 compounds, 0.26% hits | AID 651602, 2012; in the data active means inhibition above about 11%
Wnt act = Wnt/beta-catenin pathway activators, primary screen, cell-based, plate reader, single point. Wnt/beta-catenin reporter cell assay, activator. AID 743398, 2014. 300,000 compounds, 1.2% hits. activation, % at 9.35 µM; in the data active means activation above about 30%, passing the limit was not always enough;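 further: 0% = neutral control wells and 100% = positive control wells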
AddAB inh = growth inhibition of E. coli expressing H. pylori AddAB, primary screen, AddAB inhibitor project, absorbance; inhibition, % at 11.9 µM; 330,000 compounds, 0.29% hits; in the data active means inhibition above about 12%;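 further: 0% = vehicle wells of infected cells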
PvdQ inh = P. aeruginosa PvdQ acylase inhibitors, primary screen, biochemical, fluorescence, plate reader and imaging, single point; purified PvdQ acylase; inhibition, % at 10 µM; 340,000 compounds, 0.063% hits; AID 488965, 2010; in the data active means inhibition above about 30%, passing the limit was not always enough;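 further: 0% = vehicle neutral wells and 100% = reference inhibitor wells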
DAGLB inh = DAGLB lipase inhibitors, primary screen, biochemical, fluorescence, HTS; Diacylglycerol lipase-beta (Homo sapiens), Q8NCG7; HEK293T DAGLB membrane lysate, EnzChek fluorogenic substrate; inhibition, % at 5.17 µM; 340,000 compounds, 0.059% hits; AID 504411, 2011; in the data active means inhibition above about 34%;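 further: 0% = enzyme with vehicle and 100% = wells lacking enzyme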
Target sequence (Q8NCG7 whole entry, looked up): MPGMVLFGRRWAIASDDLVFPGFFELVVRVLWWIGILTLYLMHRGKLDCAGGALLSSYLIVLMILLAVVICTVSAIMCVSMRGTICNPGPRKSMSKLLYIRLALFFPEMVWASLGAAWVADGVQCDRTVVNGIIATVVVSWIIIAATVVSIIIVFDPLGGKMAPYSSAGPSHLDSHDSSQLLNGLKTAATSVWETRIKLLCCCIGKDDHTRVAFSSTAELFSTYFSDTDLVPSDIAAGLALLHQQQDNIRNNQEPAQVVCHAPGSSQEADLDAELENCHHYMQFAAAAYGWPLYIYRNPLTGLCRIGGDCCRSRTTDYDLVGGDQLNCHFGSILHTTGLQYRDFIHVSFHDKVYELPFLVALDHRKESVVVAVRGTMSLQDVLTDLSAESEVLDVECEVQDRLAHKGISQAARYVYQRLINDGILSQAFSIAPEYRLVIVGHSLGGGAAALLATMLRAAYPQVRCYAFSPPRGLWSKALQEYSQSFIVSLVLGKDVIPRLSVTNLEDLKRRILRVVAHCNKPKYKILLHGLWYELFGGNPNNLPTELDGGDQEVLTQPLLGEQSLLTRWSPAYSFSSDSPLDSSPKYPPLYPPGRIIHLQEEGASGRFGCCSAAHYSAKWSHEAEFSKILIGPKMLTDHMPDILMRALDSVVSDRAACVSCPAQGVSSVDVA
Rtt109 HAT inh = inhibitors of C. albicans Rtt109/Vps75 HAT, primary screen, biochemical, ThioGlo CoA-SH fluorescence, plate reader; Histone acetyltransferase RTT109 (Candida albicans (strain SC5314 / ATCC MYA-2876)), …; purified Rtt109/Vps75, 4 h; inhibition, % at 34.9 µM; 330,000 compounds, 0.16% hits; AID 540336, 2011;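 active means inhibition of at least 50% in every replicate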
Target sequence (Q5AAJ8 whole entry, looked up): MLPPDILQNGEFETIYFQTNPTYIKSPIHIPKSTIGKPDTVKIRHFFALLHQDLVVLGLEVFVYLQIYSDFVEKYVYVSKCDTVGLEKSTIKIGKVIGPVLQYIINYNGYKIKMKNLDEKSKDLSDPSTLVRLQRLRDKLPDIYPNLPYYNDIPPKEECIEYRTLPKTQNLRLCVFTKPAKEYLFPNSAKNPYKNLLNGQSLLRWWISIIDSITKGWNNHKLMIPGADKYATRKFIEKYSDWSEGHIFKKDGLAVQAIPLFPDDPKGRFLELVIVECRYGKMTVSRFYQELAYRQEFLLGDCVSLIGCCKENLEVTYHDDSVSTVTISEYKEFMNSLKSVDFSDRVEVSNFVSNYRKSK
PfHsp90 set2 = growth inhibition of PfHsp90-expressing yeast, primary screen, antimalarial PfHsp90 inhibitor project, S. cerevisiae, BacTiter-Glo luminescence, single point, set 2; BacTiter-Glo ATP, 48 h; yeast lacking PDR1 and PDR3 efflux regulators; inhibition, % at 9.4 µM; 310,000 compounds, 0.32% hits;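 active means every replicate shows inhibition above about 80%, whatever the replicate mean, limit read from the data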;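 further: 0% = DMSO neutral controls and 100% = 20 µM radicicol positive controls; yeast relying on Plasmodium falciparum Hsp90 in place of its own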
CAL PDZ FP = CAL PDZ peptide-binding inhibitors, primary screen, biochemical, fluorescence polarization, Cer-tagged CAL PDZ, HTS; inhibition, % at 20 µM; purified CAL PDZ, TMR-peptide fluorescence polarization, 1 h; 330,000 compounds, 0.02% hits; AID 504414, 2011;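 active means highest replicate inhibition of at least 40%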;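 further: plate controls were DMSO neutral control wells for no effect and unlabeled competitor peptide control wells for full effect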
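Test system: purified CerCALP PDZ construct; Compound dosing: one concentration, 20 µM compound; Also added: TMR-labelled reporter peptide T*-PRC34 bound in PDZ groove; Read-out: inhibition from polarization loss; Controls: unlabelled peptide and DMSO controls; Signal: FP readout, S and P plane fluorescence; Incubation: 1 h at RT.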
The depositor's hits bear a star; / = not tested or not shown.

SMILES	Ecoli viability	Tat transport	phage Ecoli inh	Wnt act	AddAB inh	PvdQ inh	DAGLB inh	Rtt109 HAT inh	PfHsp90 set2	CAL PDZ FP
Cc1[nH][nH]c(=O)c1C(c1ccc2c(c1)OCO2)c1c(C)[nH][nH]c1=O	3.8	21	4.0	-1	4.9	-1	0	-1	28	-2.7
COc1cc2c(cc1OC)CN(C(=O)c1ccc(-c3ccccc3)cc1)CC2	/	5	1.7	-1	/	-11	0	3	-2	-1.5
CCOC(=O)c1c(NC(=O)C2CCCCC2)sc2c1CCN(C(C)C)C2	-0.9	-8	2.5	6	-0.8	-10	-1	10	-6	-1.5
CCOC(=O)COc1ccc(Br)cc1/C=C1\SC(N)=NC1=O	0.1	-7	-1.6	1	0.8	-9	-2	3	-24	-4.2
CSc1nnc(C)c(/C=C/NOCc2ccc(Cl)cc2)n1	-1.6	0	2.6	-12	1.9	-7	-2	-6	4	-1.1
CCCCn1c(N)c(N(Cc2ccccc2OC)C(=O)CCC(C)C)c(=O)[nH]c1=O	-0.1	-8	1.5	-1	3.2	-1	2	0	23	-2.8
Cc1ccc(NC(=O)N2N=C(c3ccc(F)cc3)CC2c2ccc(F)cc2)cc1 (stereo not given)	-1.2	-6	1.5	-1	-0.3	-21	-5	-7	6	-0.8
Cc1ccc2nc(N3C(=O)C(O)=C(C(=O)c4ccc(C)o4)C3c3cccc(O)c3)sc2c1 (stereo not given)	0.0	-1	2.3	-2	-1.7	-11	11	5	-2	-3.8
Cc1ccc(-c2nnc(SCC(=O)O)n2N)cc1	-2.2	4	2.1	/	0.7	-12	1	-3	-5	0.5
C/C(CCc1ccccc1)=N/NC(=O)C(=O)NCc1ccccc1	-0.3	3	7.4	/	-1.2	-6	-1	-3	12	-0.3
O=C(NCc1ccccc1F)C1CCCN(S(=O)(=O)N2CCOCC2)C1 (stereo not given)	0.9	-6	2.6	3	1.9	2	1	7	5	-0.6
COc1cccc(C2C(=O)c3ccccc3C2=O)c1	-0.4	-2	0.9	3	0.8	-23	/	-15	2	-0.3
CNC(=O)CSc1n[nH]c(-c2cc(Cl)ccc2OC)n1	1.3	-1	-0.9	-1	0.8	-10	1	-10	8	-1.6
Cn1c(CSc2nnc(SCc3ccccc3)s2)nc2ccccc21	-0.9	4	1.8	/	0.7	-12	-3	2	-4	-0.4
COc1cc(C)c(S(=O)(=O)NCc2ccc3c(c2)OCO3)cc1C	0.6	5	4.0	-2	3.5	9	2	-4	-17	0.6
CN(C)/C=C/C(=O)c1ccc2noc(-c3ccc(F)cc3)c2c1	0.7	-6	0.5	-1	0.6	-7	8	3	59	-15
Cc1ccsc1CN(C(=O)c1ccc([N+](=O)[O-])cc1)C1CCS(=O)(=O)C1 (stereo not given)	-0.3	-6	1.0	2	-1.6	-5	2	12	-12	-1.7
CC(=O)Nc1ccc(NC(=O)c2c(-c3ccccc3)noc2C)cn1	0.2	-6	2.0	3	1.0	1	-1	6	-1	-0.1
CCCCCN1C=CC=C/C1=C\C=C(C#N)C#N	-0.5	/	1.6	2	2.6	/	/	/	/	/
O=C(NN=Cc1ccc2c(c1)OCO2)c1ccccc1	/	4	2.8	63*	/	12	0	10	10	-0.3
Cc1ccccc1C(=O)NC(=S)Nc1ccccc1C(F)(F)F	0.6	-3	2.6	/	0.5	9	-6	-11	2	-1.3
CCN(CC)CCCCOc1ccccc1OC	1.1	-3	3.3	-1	2.6	-8	-1	5	24	1.8
COc1ccc(C(=O)NNC(=O)c2ccc3ccccc3c2)cc1	/	12	-0.2	-2	/	-18	-2	0	/	0.9
O=C1OC(NCc2cccnc2)(c2ccc(Cl)cc2)c2ccccc21 (stereo not given)	-0.4	-5	2.9	-1	0.7	-6	2	6	/	-0.8
O=C(Nc1nc2cc3c(cc2s1)OCCO3)c1ccco1	1.7	12	0.3	7	4.5	15	-4	8	53	-2.6
CCOc1ccc(-c2nc(C#N)c(N3CCOCC3)o2)cc1	-1.4	0	2.4	1	0.3	-2	-4	-19	5	-1.6
Cc1cc(C)cc(NC(=O)C(c2ccccc2)N2CCN(CC(=O)N3CCCC3)CC2)c1 (stereo not given)	/	9	3.2	1	/	-13	2	-6	-1	0.1
Cc1cccc(NC(=S)NC(C)(C)CC(C)(C)C)c1	1.6	6	5.0	0	2.5	2	-3	3	-24	0.5
CCOC(=O)C1C(=O)Oc2ccc3ccccc3c2C1C1CCOC1=O (stereo not given)	0.7	1	3.2	-3	3.0	-14	1	4	26	-0.5
CCCCCc1ccc(-c2ccc(C(=O)O)cc2)nc1	2.3	8	3.1	-10	4.8	-8	4	-9	-6	-1.0
O=C(CCNC(=O)c1ccc(Cl)cc1)Nc1ccc(F)cc1F	-1.1	0	5.7	-1	5.1	2	0	3	7	-1.7
COC(=O)Cc1cc(=O)[nH]c(/N=C(\N)Nc2ccc(C)cc2)n1	1.6	6	2.5	-1	1.5	1	0	4	14	-0.5
CC(C)c1c(O)nc(SCc2ccccc2)[nH]c1=O	-0.4	-12	1.9	/	3.1	-11	-1	-4	1	-0.5
COC(=O)c1ccc(NC(=O)c2ccccc2N(C)S(=O)(=O)c2ccccc2)cc1	-0.7	-2	-0.2	-3	1.9	2	1	7	-14	/
CC1CCCCC1NC(=O)c1cc(S(=O)(=O)N2CCCCC2)ccc1N1CCOCC1 (stereo not given)	0.5	6	3.0	4	2.0	-8	-1	6	1	-1.3
Cc1cccc(NC(=O)C2CCN(S(=O)(=O)c3c(C)noc3/C=C/c3ccco3)CC2)n1	3.3	-1	3.8	/	1.8	3	-5	-5	-8	0.2
Cc1noc(C)c1COc1ccccc1C(=O)N1CCN(S(=O)(=O)c2ccccc2F)CC1	-0.9	-7	-0.1	-4	2.1	-12	1	-1	-27	-2.0
Cc1cccc(C(=O)NNS(=O)(=O)c2ccccc2[N+](=O)[O-])c1	0.6	-3	0.7	-2	2.1	14	-1	8	27	-0.6
Cc1cc(C)c(C#N)c(SCC(=O)C(C)(C)C)n1	0.6	7	-0.3	4	2.1	3	-2	-12	-14	-3.2
O=C(NCCCN1CCOCC1)c1onc(CSc2ccccn2)c1C(=O)NCCCN1CCOCC1	-1.9	-4	3.9	0	-0.6	-5	2	3	-9	0.7

An excerpt from above in order of count of non-hydrogen atoms, rising:
SMILES	Ecoli viability	Tat transport	phage Ecoli inh	Wnt act	AddAB inh	PvdQ inh	DAGLB inh	Rtt109 HAT inh	PfHsp90 set2	CAL PDZ FP
CC(C)c1c(O)nc(SCc2ccccc2)[nH]c1=O	-0.4	-12	1.9	/	3.1	-11	-1	-4	1	-0.5
CCOc1ccc(-c2nc(C#N)c(N3CCOCC3)o2)cc1	-1.4	0	2.4	1	0.3	-2	-4	-19	5	-1.6
O=C(NCCCN1CCOCC1)c1onc(CSc2ccccn2)c1C(=O)NCCCN1CCOCC1	-1.9	-4	3.9	0	-0.6	-5	2	3	-9	0.7

Next section:
SMILES	Ecoli viability	Tat transport	phage Ecoli inh	Wnt act	AddAB inh	PvdQ inh	DAGLB inh	Rtt109 HAT inh	PfHsp90 set2	CAL PDZ FP
CC12CCC(=O)N1C(C(=O)N1CCN(c3ccc(C(F)(F)F)cc3[N+](=O)[O-])CC1)CS2 (stereo not given)	3.0	-6	-0.6	-3	3.7	5	-4	2	10	0.3
COc1cccc(CN2CCC(n3nccc3NC(=O)C3CC3)CC2)c1	0.1	1	0.9	2	2.2	-7	0	-2	12	-2.1
COc1ccc(C2c3c(oc4ccc(Cl)cc4c3=O)C(=O)N2CCN2CCOCC2)cc1 (stereo not given)	-0.8	0	1.9	10	0.2	1	-1	15	9	-4.0
CC(C)CC(=O)Nc1ccc(C(=O)COC(=O)C2CCC2)cc1	1.9	1	0.9	1	2.0	12	-3	34	-14	-2.2
Cc1cccc(C)c1OCc1nnc(SCC(=O)Nc2ccccc2F)o1	-2.1	-3	2.0	-5	4.2	-6	-5	-3	-6	-0.8
CCC(C(=O)Nc1cccc(OC)c1)n1nc(C)c2c(C)n(-c3ccccc3)nc2c1=O (stereo not given)	-0.9	7	0.6	-4	2.9	-11	2	10	-6	-1.4
O=C(NCc1ccc(F)cc1)C1CCCN1S(=O)(=O)c1ccccc1C(F)(F)F (stereo not given)	-1.6	0	-0.5	-1	-0.8	-21	1	-11	/	0.8
CCOc1ccc(CCNC(=O)CSc2nc3ncc(Cl)cc3[nH]2)cc1OCC	3.2	-5	0.7	1	5.7	-13	2	-1	/	-2.7
Cc1cc(C(=O)COC(=O)c2ccc[nH]c2=O)c(C)n1C1CC1	1.6	-1	4.8	2	1.8	-16	-2	-1	-31	1.1
COc1ccc(CNC(=O)C(=O)NCC2OCCN2S(=O)(=O)c2cccs2)cc1 (stereo not given)	1.0	-8	1.4	1	-2.7	-7	1	-6	-48	-0.4
O=C(Cn1ncc2c3ccccc3n(Cc3ccccc3)c2c1=O)N1CCN(c2ncccn2)CC1	1.3	-3	/	/	2.4	-3	-1	5	/	-2.1
Nc1ncnc(Nc2ccc(F)cc2)n1	-1.0	7	2.9	2	-0.8	-13	0	1	16	-0.3
CSc1ccccc1NC(=O)CN(c1ccccc1)S(=O)(=O)N(C)C	0.1	-8	-0.6	/	0.9	3	3	25	7	-0.5
CC1CCN(S(=O)(=O)c2cccc(-c3nnc(-c4cccnc4)o3)c2)CC1	0.7	-1	-1.1	-2	2.3	-13	-3	5	37	-2.0
Cc1ccc(S(=O)(=O)NCc2ccc3[nH]c(C)cc3c2)cc1	3.1	2	1.8	-3	1.0	-11	6	4	7	0.7
COc1cc(NC(=O)COC(=O)/C=C/c2ccccc2Cl)cc(OC)c1	-3.1	8	1.3	/	1.4	2	-7	-10	0	-1.7
CC(=O)N1N=C(c2ccc(C)cc2)OC1c1ccc(C(C)C)cc1 (stereo not given)	-1.2	1	-0.2	/	-1.4	-6	-5	5	0	-1.7
CCOC(=O)c1cnc(-n2nc(C)cc2C)nc1NCc1ccc2c(c1)OCO2	-4.8	4	-1.2	-7	-2.9	-4	-4	-4	/	-1.1
COc1ccc(-c2nc3ncnn3cc2C)cc1F	1.4	-4	0.5	0	1.5	2	-2	-6	/	0.7
CCOc1ccc(N(CC)C(=O)COc2cc(=O)n(C)c3ccccc23)cc1	1.2	9	0.9	6	2.2	-9	2	11	4	-0.4
CN1C(C(=O)Nc2ccc(F)cc2F)=CC(c2ccco2)=NS1(=O)=O	-1.4	1	3.5	6	5.8	-10	0	8	/	-0.6
O=C(C(=O)N1CCN(c2cccc(Cl)c2)CC1)c1c[nH]c2ccccc12	0.9	8	5.4	1	1.1	-28	0	-7	-15	-2.7
Cc1ccc(C(=O)Cn2c(NCCO)nc3ccccc32)cc1	-0.9	-2	2.5	0	3.0	-7	-2	0	1	-2.4
Nc1c(N(CCO)C(=O)COc2ccc(Cl)cc2)c(=O)[nH]c(=O)n1Cc1ccccc1	-2.6	-12	5.1	-2	-1.5	-19	1	3	4	-2.6
